Screens deposited in PubChem BioAssay by Fisher Drug Discovery Resource Center.
NPYLR7 ag – activates Aedes aegypti NPYLR7 receptor. HEK293T NPYLR7/Galpha15, GCaMP6s calcium fluorescence. activation, % at 10 µM. actives 0.15% (n = 270,000); in the data active = activation above about 40%;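 note: 0% = vehicle and 100% = reference agonist at the receptor; some compounds past the cut are filed as inactive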
hcGAS lum – inhibitors of human cGAS. Q8N884. recombinant h-cGAS, ATP depletion, Kinase-Glo luminescence. inhibition, % at 12.5 µM. actives 0.081% (n = 290,000). AID 1259398;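 note: 0% = vehicle reaction and 100% = reaction without DNA for no activity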
Target sequence (Q8N884 whole entry, looked up): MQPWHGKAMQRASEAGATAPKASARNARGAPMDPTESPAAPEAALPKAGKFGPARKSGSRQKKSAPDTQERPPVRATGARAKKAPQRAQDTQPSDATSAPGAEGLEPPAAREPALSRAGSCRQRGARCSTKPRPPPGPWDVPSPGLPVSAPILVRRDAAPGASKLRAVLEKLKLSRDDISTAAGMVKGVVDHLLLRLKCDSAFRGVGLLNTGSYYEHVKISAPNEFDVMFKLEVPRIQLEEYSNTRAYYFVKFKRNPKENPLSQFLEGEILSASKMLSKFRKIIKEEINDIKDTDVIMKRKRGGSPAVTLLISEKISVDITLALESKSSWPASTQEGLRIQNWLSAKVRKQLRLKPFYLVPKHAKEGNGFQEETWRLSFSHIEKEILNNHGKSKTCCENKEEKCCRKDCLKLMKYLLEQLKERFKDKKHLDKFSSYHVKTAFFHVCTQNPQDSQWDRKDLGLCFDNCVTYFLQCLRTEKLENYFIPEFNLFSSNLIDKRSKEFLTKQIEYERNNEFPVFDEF
mcGAS lum – blocks mouse cGAS activity. Q8C6L5. recombinant cGAS, Kinase-Glo ATP depletion luminescence. inhibition, % at 12.5 µM. actives 0.15% (n = 160,000). AID 1259399;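 note: 0% = negative control wells and 100% = reference inhibitor with no enzyme activity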
Starred values were filed as active, the others as inactive; nt = not tested or not shown. Cut-off read from the data, not from the text of the source, unless noted: active = inhibition above about 40%; inactive = the rest.

The first six entries as a preview:
smiles,NPYLR7 ag,hcGAS lum,mcGAS lum
c1ccc(-c2ncn(CC3CCCO3)c2-c2ccc(-n3cncn3)cc2)cc1 (stereo not given),0,-2,nt
O=C(Cn1ccc2ccccc21)Nc1ccc(N2CCCN(C(=O)C3CC3)CC2)cc1,1,-12,nt
CCCNc1cc(C)nc(CCC)n1,14,-11,nt
COc1ccc(-n2nnc(C(=O)Nc3nccs3)c2C)cc1,-3,-3,-9
COCCCN(C(=O)CC(C)CC(C)(C)C)C(C)c1nc2ccccc2c(=O)n1-c1ccc(Cl)cc1 (stereo not given),-5,-1,0
C=CCN(CC(=O)N1CCc2sccc2C1c1ccc(C(C)(C)C)cc1)C(=O)C(CC)c1ccccc1 (stereo not given),nt,-1,-4

The list itself, from the start:
smiles,NPYLR7 ag,hcGAS lum,mcGAS lum
c1ccc(-c2ncn(CC3CCCO3)c2-c2ccc(-n3cncn3)cc2)cc1 (stereo not given),0,-2,nt
O=C(Cn1ccc2ccccc21)Nc1ccc(N2CCCN(C(=O)C3CC3)CC2)cc1,1,-12,nt
CCCNc1cc(C)nc(CCC)n1,14,-11,nt
COc1ccc(-n2nnc(C(=O)Nc3nccs3)c2C)cc1,-3,-3,-9
COCCCN(C(=O)CC(C)CC(C)(C)C)C(C)c1nc2ccccc2c(=O)n1-c1ccc(Cl)cc1 (stereo not given),-5,-1,0
C=CCN(CC(=O)N1CCc2sccc2C1c1ccc(C(C)(C)C)cc1)C(=O)C(CC)c1ccccc1 (stereo not given),nt,-1,-4
CCOc1ccc(C(=O)CCC(=O)N2CCN(C(C)C)CC2)cc1C,nt,-5,-10
Cc1noc(C2CCN(CC3CCCCC3)CC2)n1,17,-7,-17
N#Cc1ccc(C(=O)Nc2cc(Cl)ccc2Cl)cc1,5,-10,nt
COCCOc1ccccc1N1CCN(C(=O)c2c(C)noc2C)CC1,11,-7,nt
COc1ccc(CN(C)CN2C(=O)CC3(CCCC3)C2=O)cc1F,5,4,nt
NC(=O)NN1C(=O)C(=Cc2ccco2)SC1=S,4,6,7
CC(C)C(C)N(Cc1cc(NC(=O)c2ccco2)ccc1N(C)C)C(=O)Nc1cccc(F)c1 (stereo not given),6,-2,-2
CCOc1ccc(OCC(=O)Nc2cc(-c3cccs3)nn2-c2nc(C)c(C)c(=O)[nH]2)cc1,0,-11,nt
CCOC(=O)c1sc(-c2cccc([N+](=O)[O-])c2)cc1NC(=O)c1ccc(Cl)nc1,19,-7,nt
COc1ccc(NC(=O)C2(C)CCOCC2)cc1Br,17,-7,-17
C=CCCOC(=O)N1CCC(=O)N(CCC#N)C[C@H]2COc3ccccc3[C@H]21,3,-4,-9
CCOC(=O)c1ccc(NC(=O)CSc2nc(=O)n(CCN(C)C)c3c2CCC3)cc1,-2,-3,-8
CC12CCC(=O)N1C(C(=O)Nc1cccc3[nH]ccc13)CS2 (stereo not given),3,-18,nt
CCCN(Cc1ccc(C)cc1)Cn1nc(-c2ccc(F)cc2)oc1=O,-2,7,nt
O=C(CN(C(=O)COCc1ccccc1)C1CC1)N(CCc1c[nH]c2ccccc12)Cc1ccc(C(F)(F)F)cc1,20,-5,-3
Cc1nn(-c2ccccc2)c(Oc2ccccc2Cl)c1CN(CC(O)Cc1ccccc1)CC1CC1 (stereo not given),-12,-3,0
Cc1cc2n(n1)CCN(C(=O)C1CCN(C(=O)C3CCCO3)CC1)C2 (stereo not given),nt,-15,-6
O[C@@H]1CN(c2ncccc2Cl)CC[C@H]1N1CCN(c2ccccn2)CC1,0,-5,nt
COc1ccc(CC(=O)N2CCC(c3nc(-c4ccc(C(F)(F)F)cc4)no3)CC2)cc1,-7,-7,-7
CCOC(=O)c1nn(-c2ccccc2C)c(=O)cc1OCC(=O)Nc1ccc(OCC)cc1,18,-1,nt
O=C(NCCCN1CCCC1=O)C(C1CCCC1)N1CCN(C(=O)c2cccc([N+](=O)[O-])c2)CC1 (stereo not given),3,-6,nt
CCONC(=O)c1cc(Br)c2c(c1)OCO2,8,-6,-15
COc1nc(C)cc(C)c1CNC(=O)CC1NC(=O)c2ccccc21 (stereo not given),1,-2,-12
CN(CC(=O)N1CC(=O)N(c2ccc(Cl)cc2)C1)C(=O)c1ccc(C(F)(F)F)cc1,9,-4,-3

Results in mcGAS lum and NPYLR7 ag, for two of the compounds above:
SMILES	mcGAS lum	NPYLR7 ag
Cc1nn(-c2ccccc2)c(Oc2ccccc2Cl)c1CN(CC(O)Cc1ccccc1)CC1CC1 (stereo not given)	0	-12
N#Cc1ccc(C(=O)Nc2cc(Cl)ccc2Cl)cc1	nt	5

(continued)
smiles,NPYLR7 ag,hcGAS lum,mcGAS lum
CCCCC(=O)N1CCN(C(c2ccccc2)c2ccc(C)cc2)CC1 (stereo not given),7,5,2
O=C(CSc1nnc(CNC(=O)c2ccc(S(=O)(=O)N3CCCCC3)cc2)n1-c1cccc(C(F)(F)F)c1)Nc1nccs1,9,-7,-5
Cc1ccc(C(=O)NCCN2C(=O)SC(=Cc3ccccc3)C2=O)o1,1,-5,nt
CC(C)C(CNC(=O)NCc1ccccc1OCc1ccccc1)N(C)C (stereo not given),-7,-7,nt
Cc1ccc(C2c3ccsc3CCN2C(=O)c2ccc(F)cc2)cc1 (stereo not given),-5,-5,-4
O=C(NC(c1ccccc1)C1CC1)C1CCN(S(=O)(=O)c2c(Cl)cccc2Cl)CC1 (stereo not given),0,0,0
Cc1cnc(C(=O)N2CCC(n3nc(C(C)C)cc3C(C)C)CC2)cn1,3,0,-4
O=C(CN1CCSC1=O)NCC12CC3CC(CC(C3)C1)C2,-4,0,nt
CC1(C)CC(=O)C2=C(C1)OC(=N)C(C#N)C2c1ccc2c(c1)OCO2 (stereo not given),5,-5,-5
CCCCN(C(C)=O)c1c(CC)nc2ccc(C(=O)N3CCN(C(C)=O)CC3)cn12,-2,-4,-4
Fc1ccc(CSc2nnc3ccc(-c4ccccc4)nn23)cc1,-13,-4,-8
CC(C)NC(=O)c1ccc2c(=O)n(Cc3ccccc3)c3nn(CC(=O)NC(C)(C)C)c(=O)n3c2c1,-2,-5,-11
N#CC1(C(=O)NCCc2nc(-c3cccc(Cl)c3)no2)CCCC1,5,-11,nt
Cc1ccc(-c2ccc(=O)n(CC(N)=O)n2)c(C)c1,12,-8,nt
Cc1cc(C)c(C(=O)N2Cc3cnc(-c4ccccc4)nc3C2)cn1,8,-6,nt
c1cn(-c2cc3c(cc2-n2cnnc2)OCCO3)cn1,0,0,-11
Cc1ccccc1C(=O)N[C@@H]1CCCCC1NC(=O)C1CCCN(C(=O)c2ccccc2Cl)C1 (stereo not given in full),22,-8,-9
COc1cccc(Cc2nsc(N3CCCC(C(=O)NCCC(c4ccccc4)c4ccccc4)C3)n2)c1 (stereo not given),-10,-18,-5
COc1ccc(OC)c(C2NC(=O)N(C)C3=C2C(=O)N(c2ccc(C)cc2)C3)c1 (stereo not given),-3,-3,-5
COc1ccc(N2CCN(c3nc(Nc4ccc(F)cc4)c4cn[nH]c4n3)CC2)cc1,1,-12,nt
N#Cc1cccc(OC2CC3CCC(C2)N3C(=O)c2ccc(CSc3nccs3)cc2)c1 (stereo not given),0,-7,-8
CC(C)NC(=O)N1CC(C(=O)N(C)C)C2(CCOCC2)C1 (stereo not given),nt,-12,-10
CC(C)NC(=O)c1cc(N2CCOCC2)nc2ccccc12,4,-5,-5
COc1ccc(C2=NN(C(=O)CSc3nc(=O)n4ccccc4n3)C(c3ccc(F)cc3)C2)cc1 (stereo not given),4,-2,-6
CN1CCN(C(=O)C2COC3(CCN(C(=O)c4ccc(Cl)cc4)CC3)N2C(=O)c2cccc(F)c2)CC1 (stereo not given),2,-5,-4
Cc1ccc(CN2CCN(C3CCN(Cc4ccccc4)CC3)CC2CCO)o1 (stereo not given),5,-3,-8
COCCN(Cc1cc(NC(=O)c2ccco2)ccc1N(C)C)C(=O)c1ccco1,nt,-2,-9
Cc1ccc(S(=O)(=O)N2CCN(C(=O)c3cc4ccsc4n3Cc3ccccc3C)CC2C)cc1 (stereo not given),0,-2,-2
COc1ccccc1-c1ccc2c(c1)C(C)(Cc1ccc(F)c(Cl)c1)C(=O)N2 (stereo not given),1,2,-2
CN1C(=O)NC(c2ccccc2F)C2=C1CN(Cc1cccc(C(F)(F)F)c1)C2=O (stereo not given),29,-4,-4

Quoted at random: 7 records from the list
smiles,NPYLR7 ag,hcGAS lum,mcGAS lum
CC(C)C(C)N(Cc1cc(NC(=O)c2ccco2)ccc1N(C)C)C(=O)Nc1cccc(F)c1 (stereo not given),6,-2,-2
Cc1ccc(-c2ccc(=O)n(CC(N)=O)n2)c(C)c1,12,-8,nt
O=C(NC(c1ccccc1)C1CC1)C1CCN(S(=O)(=O)c2c(Cl)cccc2Cl)CC1 (stereo not given),0,0,0
O=C(Cn1ccc2ccccc21)Nc1ccc(N2CCCN(C(=O)C3CC3)CC2)cc1,1,-12,nt
COc1ccc(N2CCN(c3nc(Nc4ccc(F)cc4)c4cn[nH]c4n3)CC2)cc1,1,-12,nt
NC(=O)NN1C(=O)C(=Cc2ccco2)SC1=S,4,6,7
N#CC1(C(=O)NCCc2nc(-c3cccc(Cl)c3)no2)CCCC1,5,-11,nt

Following part.
smiles,NPYLR7 ag,hcGAS lum,mcGAS lum
Cc1cc(=O)[nH]c(-c2cc(Cl)cc(Cl)c2)n1,20,-1,nt
O=C1CC(C(=O)N2CCc3ccccc3C2c2ccc(F)cc2)CN1Cc1ccccc1 (stereo not given),-5,-2,1
C#CCOCC(O)CN(CC)CC1CC(c2ccc(OC)cc2)=NO1 (stereo not given),-3,-2,-3
Cn1ncc2c1ncn1c(-c3ccccc3Cl)nnc21,20,-7,-4
O=C(c1cccc2ccnn12)N1CCCC1c1nc(-c2ccccn2)no1 (stereo not given),0,1,-10
Fc1ccc(-n2cnnc2-c2ccccc2)c(F)c1,1,-4,nt
CC(CSC(F)(F)F)C(=O)O (stereo not given),0,-3,nt
O=C(OCc1csc(C2CCCC2)n1)C1CCCCN1c1ncccn1 (stereo not given),-1,-7,-17
O=c1/c(=C/c2ccc(Br)cc2)sc2nc(-c3ccncc3)nn12,-7,-6,-8
CCc1nc2ccc(C(=O)NCCOc3ccc(OC)cc3)cn2c1N(CC)Cc1ccc(OC)c(OC)c1,2,-1,-2
Cc1ccc(-n2nnc(C(=O)N(C)C3CCS(=O)(=O)C3)c2C)cc1C (stereo not given),10,8,2
Cc1cc(CC(C)NC(=O)CN2CCCN(C)CC2)n[nH]1 (stereo not given),3,-2,nt
CC(C)C(=O)N(Cc1ccco1)Cc1cc(NC(=O)NC(C)(C)C)ccc1N(C)C,nt,-5,-9
CNc1nc2cnc(Nc3cc(OC)c(OC)c(OC)c3)cc2n1-c1ccccc1,7,-4,-6
CCOC(=O)c1nc2ccccc2nc1N1CCN(C(=O)c2ccco2)CC1,14,0,nt
O=C(NCC1CCCO1)C1COC2(CCN(C(=O)c3ccc(Cl)cc3)CC2)N1C(=O)c1ccccc1 (stereo not given),2,0,-3
CCS(=O)(=O)c1ccc2oc(-c3ccc(Cl)c(NC(=O)C4CCC4)c3)nc2c1,45,-3,-5
CS(=O)(=O)c1cccc(C(=O)NC2=NCCS2)c1,1,2,nt
CCOC(=O)c1ccc(OC2CC3CCC(C2)N3C(=O)c2ccc(CN3CCC(Cc4ccccc4)CC3)cc2)cc1 (stereo not given),11,1,-4
CC(C)Cc1nc(N2CCN(S(=O)(=O)c3ccc(F)cc3)CC2)c2c(-c3cccc(C(F)(F)F)c3)noc2n1,18,-1,-3
CCCNC(=O)C(NC(=O)CC(C)C)C1CCN(C(=O)CCc2ccccc2)CC1 (stereo not given),12,-7,-4
CC(C)C(C)NC(=O)COC(=O)c1cc(-c2ccco2)nc2ccccc12 (stereo not given),-1,-7,-5
Cc1sc2ncnc(SCC(=O)c3cc(Cl)sc3Cl)c2c1C,-13,-2,nt
COc1ccc(NC(=O)CC(=O)N2Cc3ccccc3C2)c(OC)c1,7,-7,nt
Cc1nc(CCC(=O)N2Cc3cnn(Cc4ccc(F)cc4)c3C2)n[nH]1,-5,-4,-12
Cc1ccc(C(=O)N(CCCN(C)C)c2nc3ccc(Br)cc3s2)cc1,-2,-5,-9
CNc1nc(C)c(C(=O)c2ccc(C)cc2)s1,8,-4,nt

Copied from the list.
Under mcGAS lum, CCOC(=O)c1ccc(OC2CC3CCC(C2)N3C(=O)c2ccc(CN3CCC(Cc4ccccc4)CC3)cc2)cc1 (stereo not given) has -4
Under NPYLR7 ag, Cc1ccc(C(=O)N(CCCN(C)C)c2nc3ccc(Br)cc3s2)cc1 has -2
Under NPYLR7 ag, CCS(=O)(=O)c1ccc2oc(-c3ccc(Cl)c(NC(=O)C4CCC4)c3)nc2c1 has 45
